A549 viability = kills or reduces viability of A549 cells in Nrf2 counter-screen | Potency, µM (doses to about 46 µM), without a hit: at the top dose activity change, negative = cytotoxicity, hits mostly inhibitors | 390,000 tested, 0.16% active | A549 ARE-Fluc cells, CellTiter-Fluor viability, 18-24 h; note: potency is the fitted concentration of half-maximal effect; % is set by controls: 0 for no effect and ±100 for the full control effect
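A549 ARE-Fluc cells in 5% FBS OPTI-MEM, 5000 cells/well, rested 2 h then exposed to compounds in concentration-response for 18-24 h at 37 °C. Viability by CellTiter-Fluor fluorescence (Ex 405/Em 525) after 30 min; luciferase luminescence (BugLite, 15 min, RT) read afterwards.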
Nrf2 inh = Nrf2 pathway inhibition; A549 ARE-Fluc reporter, luciferase luminescence, 18-24 h; 360,000 tested, 2.1% active; AID 504444; Potency, µM (highest dose often 46 µM), for inactives: top-dose activity change, negative = inhibition, actives largely listed as inhibitors; note: potency is the fitted concentration of half-maximal effect; % is set by controls: 0 for no effect and ±100 for the full control effect; nearly all actives have a fitted effect of over 60% in size
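Nrf2 function is reported as luminescence of an ARE-controlled luciferase in A549 cells. Compounds were tested at several concentrations, and a CellTiter-Fluor read on the same wells flagged cytotoxicity.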
Nrf2 activator = activators of Nrf2 (ARE) signaling; AREc32 ARE-luciferase reporter (MCF7-derived line), luminescence, 24 h; Potency, µM (titrated, usually from 46.1 µM), inactives show top-dose activation, hits mostly activators; 410,000 tested, 0.31% active; AID 624171; note: potency is the fitted concentration of half-maximal effect; % of control where 0% means no effect; nearly all actives have a fitted effect of over 65% in size
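Each well held 1000 AREc32 cells, which were incubated with compound for 24 hr at 37 deg C after overnight attachment, and ARE reporter activity was quantified by firefly luciferase luminescence.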
HepG2 tox = kills HepG2 cells in TGF-b inhibitor counter-screen. HepG2 CAGA-GFP viability, ATP luminescence, 18 h. Potency, µM (doses to about 46.1 µM), without a hit: at the top dose activity change, negative = cytotoxicity, usual class: cytotoxic. 410,000 tested, 0.76% active. AID 588856; note: potency is the fitted concentration of half-maximal effect; some results filed as inactive show a strong effect at the top dose
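HepG2 CAGA-GFP cells (1000/well, DMEM with 1% FBS) received compound, then TGF-beta at 500 pg/mL final, and were incubated 18 hours at 37 degrees C. Viability was read by CellTiter-Glo luminescence. Media-only wells were set as complete cell-killing and DMSO as no toxicity.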
TGFb SMAD3 inh = blocks TGF-b signaling; 410,000 tested, 1.2% active; HepG2 CAGA-GFP TGF-b/SMAD3 reporter, GFP fluorescence, 18 h; TGF-beta stimulated, 500 pg/mL final; Potency, µM (doses to about 46.1 µM), for inactives: at the highest dose activity, negative = inhibition, usual class: inhibitors; note: potency is the fitted concentration of half-maximal effect; % is set by controls: 0 for no effect and ±100 for the full control effect; nearly all actives have a fitted effect of over 65% in size
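HEPG2 CAGA-GFP cells (1000/well, DMEM with 1% FBS) were pre-incubated 2 h at 37 degrees C, given compound by pin tool, then stimulated with TGF-beta at 500 pg/mL final for 18 h before per-cell GFP fluorescence imaging.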
IL2 activator = IL-2 activation | IL-2 activation reporter assay, cell-based qHTS; stimulated with anti-CD3/CD4/CD28 beads; in transgenic mouse T cells | activation, % (series mostly up to about 46 µM) | 360,000 tested, 0.065% active; in the data active = activation above about 50%; inconclusive = mostly about 30% to 49%; note: 0% is about no effect
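Using fluorescent plate cytometry, EGFP and DsRed are detected in transgenic mouse T cells stimulated 18 h at 37 degrees C with antibody-coated beads after 60 min compound pretreatment.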
EPAC2 ag = activates human EPAC2 exchange factor. EPAC2 activation, biochemical qHTS; response scale: 100% = 6.5 mM cAMP response. Potency, µM (highest dose often 154 µM), without a hit: at the highest dose activation, actives largely listed as activators. 360,000 tested, 0.079% active; note: potency is the fitted concentration of half-maximal effect; nearly all actives have a fitted effect of over 50% in size
Target sequence (Q8WZA2 whole entry, looked up): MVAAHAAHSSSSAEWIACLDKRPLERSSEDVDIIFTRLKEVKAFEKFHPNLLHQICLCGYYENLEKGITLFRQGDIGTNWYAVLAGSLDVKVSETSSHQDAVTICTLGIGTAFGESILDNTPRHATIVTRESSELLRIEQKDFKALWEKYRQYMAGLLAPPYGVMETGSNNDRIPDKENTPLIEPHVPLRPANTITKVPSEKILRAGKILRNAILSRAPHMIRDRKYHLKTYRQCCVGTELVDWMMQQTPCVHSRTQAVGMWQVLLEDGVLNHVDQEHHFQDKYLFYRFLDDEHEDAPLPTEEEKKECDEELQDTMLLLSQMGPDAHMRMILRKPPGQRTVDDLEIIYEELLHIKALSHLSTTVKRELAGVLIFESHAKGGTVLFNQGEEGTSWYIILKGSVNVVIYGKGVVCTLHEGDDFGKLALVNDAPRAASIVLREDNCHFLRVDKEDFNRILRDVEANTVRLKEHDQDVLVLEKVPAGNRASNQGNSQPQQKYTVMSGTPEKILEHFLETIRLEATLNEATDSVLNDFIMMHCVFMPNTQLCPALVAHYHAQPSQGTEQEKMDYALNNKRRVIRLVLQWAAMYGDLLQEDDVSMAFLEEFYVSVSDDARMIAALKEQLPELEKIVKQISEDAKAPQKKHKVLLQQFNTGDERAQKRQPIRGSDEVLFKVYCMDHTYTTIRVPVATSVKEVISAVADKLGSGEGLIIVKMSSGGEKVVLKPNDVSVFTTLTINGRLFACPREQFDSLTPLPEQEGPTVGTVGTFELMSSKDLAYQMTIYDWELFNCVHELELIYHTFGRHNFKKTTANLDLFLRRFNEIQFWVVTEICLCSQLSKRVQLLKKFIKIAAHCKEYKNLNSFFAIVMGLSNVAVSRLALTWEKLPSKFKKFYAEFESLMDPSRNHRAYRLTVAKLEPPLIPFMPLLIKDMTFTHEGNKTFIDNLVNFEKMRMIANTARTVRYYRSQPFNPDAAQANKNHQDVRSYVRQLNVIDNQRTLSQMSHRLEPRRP
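Each well held 100 nM EPAC2, 250 nM RAP1B-BODIPY-GDP and 50 uM GDP. Fluorescence, read at 5-min intervals to 30 min, was referenced to a 6.5 mM cAMP positive control.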
S2 tox = viability counter-screen for ATXN expression inhibitors; 400,000 tested, 0.49% active; Potency, µM (series often up to 56.7 µM), hits mostly cytotoxic; AID 651635; S2 cells (HEK-293 line with an ATXN2-luciferase reporter) viability, CellTiter-Fluor protease fluorescence, 24 h; note: potency is the fitted concentration of half-maximal effect; nearly all actives have a fitted effect of over 40% in size
ATXN2 expr inh = reduces ATXN2 reporter expression in HEK-293 cells; HEK-293 ATXN2-luciferase reporter, luminescence, 24 h; Potency, µM (series often up to 57 µM), inactives show at the highest dose activity change, negative = inhibition, most hits filed as inhibitors; 360,000 tested, 0.72% active; AID 1745845; note: potency is the fitted concentration of half-maximal effect; % is set by controls: 0 for no effect and ±100 for the full control effect; nearly all actives have a fitted effect of over 55% in size
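qHTS (up to 57 uM final) was run with 24 h compound exposure of reporter cells at 37 °C. Each well was multiplexed: SteadyGlo luminescence measured ATXN2-luciferase expression after a fluorogenic Gly-Phe-AFC viability readout (25 uM final).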
The depositor's hits bear a star; i = inactive; ? = inconclusive; / = no result given; [ ] = dose if it differs, or a comment. Unless noted, calls come from the whole dose curve; as a rule, active = well fitted curve in the direction sought with a large enough effect; inconclusive = small, poorly fitted or top-dose-only effect, or another doubt; inactive = no such curve, though single readings can be large; an effect the other way counts as inactive or inconclusive. Rows are unselected (roughly 4.3% active in at least one column).

SMILES | A549 viability | Nrf2 inh | Nrf2 activator | HepG2 tox | TGFb SMAD3 inh | IL2 activator | EPAC2 ag | S2 tox | ATXN2 expr inh
Cc1ccc(-c2nn3c(C)nnc3c3ccccc23)cc1S(=O)(=O)NCCN1CCOCC1 | 13% | -3% | 0.3% | -2% | -2% | -2.3 | 5% | i | 24%
Cc1ccc(S(=O)(=O)N2CCN(c3ccc([N+](=O)[O-])c(NCCN4CCOCC4)c3)CC2)cc1 | -16% | 2% | 0.2% | -13% | ? | -2.2 | -10% | i | 0%
COc1cccc(Nc2ncnc3c2cnn3-c2cccc(C)c2)c1 | -1% | ? | -0.2% | -19% | -13% | -2.4 | -3% | i | 29%
CC(C)NC(=O)N(C)C[C@H]1Oc2c(NS(=O)(=O)c3ccccc3)cccc2C(=O)N([C@H](C)CO)C[C@@H]1C | 0% | 22% | -0.5% | -11% | 4% | 0.9 | 6% | i | 9%
Cc1cccc(N(CC(=O)NCc2ccc(F)cc2)C(=O)c2ccco2)c1 | 8% | -21% | -0.3% | -25% | -6% | 0.1 | 2% | i | -1%
Clc1ccc(Oc2ncnc3oc(-c4ccccc4)cc23)cc1 | -1% | -16% | -0.4% | -67% | 30% | 0.2 | 9% | i | -8%
COc1ccc(NC(=O)CSc2nc(=O)n(CCN(C)C)c3c2CCCC3)cc1 | 1% | -3% | -0.6% | 0% | 22% | 0.6 | -1% | i | 4%
CCCCCCCC(=O)OC(CN1CCCCC1)CN1CCCC1=O (configuration not stated) | 0% | 5% | -0.8% | -64% | 6% | -1.0 | 13% | i | 3%
CC(=O)c1cccc(NC(=O)N(c2ccccc2)c2ccccc2)c1 | 2% | 10% | -0.1% | 9% | -4% | -0.2 | 12% | i | 2%
CN(C)CCNC(=O)NC(=O)c1ccc(Cl)cc1 | 2% | 4% | -0.6% | 0% | 21% | 1.0 | 3% | i | -11%
CCN(c1cccc(C)c1)S(=O)(=O)c1c(C)[nH]c(=O)[nH]c1=O | -1% | 2% | 0.1% | -17% | 6% | -1.8 | 10% | i | 1%
O=c1c2cc(Cl)ccc2nc(-c2ccc([N+](=O)[O-])cc2)n1O | ? | ? | -0.2% | -46% | ? | 1.0 | 15% | ? | -53%
CC12CCC(=O)N1C(C(=O)Nc1nc3c(F)cc(F)cc3s1)CS2 (configuration not stated) | -3% | 11% | 12% | -30% | 6% | -5.0 | -2% | i | 10%
C/C(=N\N(C)C)c1ccc(OCCOc2ccc([N+](=O)[O-])cc2)cc1 | -2% | ? | 4.3% | -7% | 4% | -0.9 | 17% | i | 7%
CC1(Cc2ccc3c(c2)OCO3)NC(=O)NC1=O (configuration not stated) | -3% | 21% | -0.4% | 9% | 2% | -2.0 | -2% | i | -1%
O=C(COC(=O)C1CC2CCCC(C1)C2=O)NNC(=O)c1ccccc1Br (configuration not stated) | 1% | -9% | -0.6% | 20% | ? | 1.4 | 13% | i | 5%
O=C(CCC(=O)NC1CC1)Nc1nnc(C2CCCCC2)s1 | -13% | -7% | -0.5% | -12% | -5% | -2.2 | -6% | i | -8%
N#CCCN(C(=O)COc1ccc(F)cc1Br)c1ccccc1F | -1% | 5% | 2.8% | -3% | 35%[activator] | -0.5 | 8% | i | 7%
Cc1nnc(N/N=C/c2c(Cl)cccc2Cl)n1N | 8% | ? | -0.7% | -171% | ? | -2.1 | 8% | i | -27%
Cc1ccc(S(=O)(=O)Cn2nnnc2C(C(C)C)N2CCC(O)CC2)cc1 (configuration not stated) | -24% | 4% | -0.3% | 18% | -1% | 1.5 | 10% | i | 6%
CCOc1ccc(OCCSc2nc3ccccc3c(=O)[nH]2)cc1 | 10% | / | 0.3% | -12% | 2% | -2.6 | 0% | i | -7%
O=C(Nc1cccnc1)c1ccc(Cl)c(S(=O)(=O)N2CCc3ccccc32)c1 | 2% | ? | 2.1% | 3.5µM* | -31% | 3.5 | 7% | i | -18%
Cc1noc(C)c1COc1ccc(C(=O)OCC(=O)Nc2ccc3ccccc3c2)cc1 | -14% | 14% | -0.3% | -20% | 4% | 0.2 | 7% | i | 0%
CC(C)COc1ccc(/C=C2/Sc3ccccc3C2=O)cc1 | -17% | 4% | 9.7% | -13% | -3% | 1.8 | -8% | i | 86%[activator]
O=C(O)c1cccc(S(=O)(=O)Nc2ccc(OCc3ccccc3)cc2)c1 | -9% | 14% | 0.3% | -8% | 23% | -0.5 | 0% | ? | 7%
Cn1c(=O)n(C)c2cc(NC(=O)c3cc4ccccc4o3)ccc21 | 11% | ? | 30% | -23% | 2% | -2.3 | 10% | i | 51%[activator]
Cc1cc2c(cc3c(SCc4ccc(Cl)cc4)nnc(C)n32)o1 | -1% | ? | 11% | -46% | ? | / | / | / | /
O=C(Nc1cccc(S(=O)(=O)N2CCOCC2)c1)c1cc2ccccc2o1 | ? | ? | 2.8% | -22% | -14% | 0.2 | 10% | i | -5%
CC(C)c1ccc(-n2cnn(-c3ncccc3[N+](=O)[O-])c2=O)cc1 | -7% | ? | 2.2% | -11% | -4% | -3.1 | -2% | i | 70%[activator]
Cc1ccccc1OCC(=O)NCC(C)(C)N1CCOCC1 | -3% | -5% | -0.7% | 8% | 2% | -1.1 | 10% | i | 62%[activator]
COc1ccc(S(=O)(=O)N2Cc3ccccc3CC2C(=O)Nc2ccc(O)cc2)cc1OC (configuration not stated) | 1% | 11% | 3.0% | 11% | 10% | -2.8 | 7% | i | -3%
O=C(Nc1ccccc1N1CCOCC1)c1ccccc1NS(=O)(=O)c1ccc(F)c(F)c1 | -18% | 21µM* | -0.4% | -36% | ? | 0.1 | 1% | i | -17%
COc1ccc(-n2cnc3c(N)nc(N)nc32)cc1 | -2% | ? | 2.3% | -17% | -5% | -0.6 | 1% | ? | 7%
O=C1/C(=C/c2cccnc2)CCc2c1[nH]c1ccccc21 | -14% | ? | ? | 0% | -1% | -3.4 | -7% | i | 9%
Cc1ccc(NC(=S)NCc2ccc(F)cc2)cc1 | 7% | 7% | 1.8% | -2% | 2% | -2.5 | 18% | i | 2%
Cn1c(CNc2ccc(Cl)cc2)nc2ccccc21 | -1% | / | 9.5% | -8% | -33% | 0.9 | 13% | i | 69%[activator]
C/C(=N\NC(=O)CCn1nnc2ccccc21)c1cccs1 | 0% | 2% | 4.4% | 19% | 22% | -1.5 | 4% | i | 17%
COc1ccc(NC(=O)c2c[nH]c(=O)n(-c3ccc(C)c(C)c3)c2=O)cc1OC | 1% | -1% | 0.0% | -5% | 2% | 2.4 | 2% | i | 5%
COc1cccc(-c2cnc(C(O)c3ccc(Cl)c(Cl)c3)[nH]2)c1 (configuration not stated) | / | / | -2.9% | -67% | ? | 0.0 | 1% | i | 8%
COc1ccc(-c2[nH]c3ccccc3c2SCCN)cc1 | -1% | 0% | 7.5% | -30% | -22% | -2.1 | 5% | i | -24%
O=C(Cn1cc(C(=O)C2CC2)c2ccccc21)NC1CCCC1 | 15% | 10% | 3.9% | -34% | -5% | -1.7 | -1% | i | 15%
COc1cccc(CC2(CO)CCCN(S(=O)(=O)N(C)C)C2)c1 (configuration not stated) | 3% | -27% | -0.8% | -4% | 3% | -0.2 | -6% | i | -9%
CN(C)CCCNC(=O)c1cc(C(=O)c2ccc(F)cc2)c[nH]1 | -7% | 5% | -0.7% | 10% | -12% | -2.1 | 1% | i | -23%
Cn1c(=O)cc(SCC(=O)NCc2ccc(F)cc2)c2ccc(Cl)cc21 | 0% | 2% | 0.4% | -20% | -5% | / | / | i | 5%
O=C(NC1CC(=O)N(c2cccc(F)c2)C1)c1ccc(S(=O)(=O)N2CCCC2)cc1 (configuration not stated) | 9% | / | -0.3% | -13% | -18% | / | / | / | /
CSCCC(c1nnnn1C1CCCC1)N1CCN(C/C=C/c2ccccc2)CC1 (configuration not stated) | / | / | 0.9% | 1% | ? | -0.5 | 12% | ? | -4%
COc1ccc(NC(=O)c2ccco2)cc1NC(=O)c1cccc(C)c1OC | ? | ? | 5.5% | -4% | 0% | / | / | ? | -19%
O=C1CCc2cc(S(=O)(=O)NC(C(=O)Nc3ccc(F)cc3)c3ccccc3)ccc2N1 (configuration not stated) | -3% | 15% | 0.4% | -48% | ? | / | / | i | 4%
CC(/C=C1\SC(=S)N(NC(=O)c2ccc(O)cc2)C1=O)=C\c1ccccc1 | -17% | -13% | 11% | -16% | 5% | -0.8 | 13% | i | 1%
CCCCOc1ccc(C(=O)Nc2cccc(C)n2)cc1 | -4% | ? | 0.3% | -4% | -2% | -0.4 | -5% | i | 47%[activator]
CCN(c1ccccc1)S(=O)(=O)c1ccc(C(=O)Nc2nnc(-c3ccco3)o2)cc1 | -22% | 5.2µM* | -2.3% | -10% | ? | -0.4 | 17% | i | /
CCCN(CCC)S(=O)(=O)c1ccc(C(=O)Nc2nnc(CSC)o2)cc1 | -18% | 9.2µM* | -0.2% | 6% | 2% | -2.0 | -4% | ? | ?

Ordered by formula weight (rising): part of the list above
SMILES | A549 viability | Nrf2 inh | Nrf2 activator | HepG2 tox | TGFb SMAD3 inh | IL2 activator | EPAC2 ag | S2 tox | ATXN2 expr inh
O=C1/C(=C/c2cccnc2)CCc2c1[nH]c1ccccc21 | -14% | ? | ? | 0% | -1% | -3.4 | -7% | i | 9%
CN(C)CCCNC(=O)c1cc(C(=O)c2ccc(F)cc2)c[nH]1 | -7% | 5% | -0.7% | 10% | -12% | -2.1 | 1% | i | -23%
CC(C)c1ccc(-n2cnn(-c3ncccc3[N+](=O)[O-])c2=O)cc1 | -7% | ? | 2.2% | -11% | -4% | -3.1 | -2% | i | 70%[activator]
COc1cccc(-c2cnc(C(O)c3ccc(Cl)c(Cl)c3)[nH]2)c1 (configuration not stated) | / | / | -2.9% | -67% | ? | 0.0 | 1% | i | 8%
